GALK inh: inhibitors of human galactokinase. Purified GALK, Kinase-Glo residual ATP luminescence. Potency, µM (top dose mostly 57.5 µM), without a hit: at the highest dose activity change, negative = inhibition, most hits filed as inhibitors. hit rate 0.007% among 270,000; note: potency is the fitted concentration of half-maximal effect; % is set by controls: 0 for no effect and ±100 for the full control effect
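The enzyme phosphorylates galactose (100 uM) using ATP (35 uM); inhibition is detected as higher residual ATP, quantified by bioluminescence after 1 h reaction at room temperature, pH 8.0.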
Menin MLL FP TR: displaces Texas Red mutant MLL peptide from human menin; O00255; Menin + Texas Red MLL mutant peptide, fluorescence polarization; Potency, µM (series often up to 61.6 µM), inactives show top-dose FP activity change, negative = inhibition, actives largely listed as inhibitors; hit rate 0.23% among 270,000; active = well fitted inhibition curve with a large enough effect in the polarisation, with a control signal flat, not every such curve was filed as active; inconclusive = small, poorly fitted or top-dose-only effect, or effect the other way, or a change in a side signal; inactive = no such curve, though single readings can be large or run the other way; the % refers to the polarisation; note: potency is the fitted concentration of half-maximal effect; % of control where 0% means no effect; many of its hits are not listed in these tables
MBNL1-CUG inh: MBNL1-poly(CUG) RNA binding inhibition; Q9NR56; TR-FRET MBNL1-His/biotin-(CUG)12 binding, 665/545 ratio; Potency, µM (titrated, usually from 57.5 µM), without a hit: at the highest dose activity change, negative = inhibition, most hits filed as inhibitors; hit rate 0.036% among 280,000; AID 2675; active = well fitted inhibition curve with a large enough effect in the signal ratio, with a control signal flat, not every such curve was filed as active; inconclusive = small, poorly fitted or top-dose-only effect, or effect the other way, or a change in a side signal; inactive = no such curve, though single readings can be large or run the other way; the % refers to the signal ratio; note: potency is the fitted concentration of half-maximal effect; % is set by controls: 0 for no effect and ±100 for the full control effect
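TR-FRET between His-tagged MBNL1 and biotin-(CUG)12 RNA, detected with Tb anti-His antibody (0.055 ng/ul) and streptavidin-XL665 (5 nM), 60 min at room temperature. Compounds titrated 92 nM to 58 uM; 665/545 nm ratio normalized to buffer and complex controls.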
Chronic BCR inh: chronic active BCR signaling inhibition; Potency, µM (highest dose often 46.1 µM), inactives show at the highest dose ratio change, negative = lower green/red ratio, hits mostly inhibitors; hit rate 0.05% among 340,000; ABC-DLBCL IkBa-CBG/CBR reporter, luminescence ratio, 4 h; active = well fitted inhibition curve with a large enough effect in the signal ratio, with a control signal flat, not every such curve was filed as active; inconclusive = small, poorly fitted or top-dose-only effect, or effect the other way, or a change in a side signal; the % refers to the signal ratio;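 note: potency is the fitted concentration of half-maximal effect; plate controls were basal doxycycline-induced cells for no effect and cells given 10 µM MG132 for full effect; MG132 reads +100%, hits lower the ratio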
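TMD8 ABC-DLBCL cells carrying doxycycline-inducible green luciferase fused to IkappaBalpha plus unfused red luciferase were exposed to compounds (up to 46 uM) for 4 hrs at 37C. Activity came from the overlap-corrected green/red luminescence ratio.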
PKM2 act: increases activity of human pyruvate kinase M2 | Potency, µM (highest dose often 57.5 µM), inactives show at the top dose activation, actives largely listed as activators | AID 1631 | purified PKM2, Kinase-Glo ATP luminescence, activation; response scale: 0% is enzyme alone, no compound | hit rate 0.34% among 260,000; note: potency is the fitted concentration of half-maximal effect; % is set by controls: 0 for no effect and ±100 for the full control effect; nearly all actives have a fitted effect of over 55% in size
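Purified hPK-M2 (>95% pure) converted ADP (0.1 mM final) to ATP with 0.5 mM PEP in 50 mM imidazole pH7.2, KCl, MgCl2, Tween 20, BSA; 1 h at room temperature. ATP detected by Kinase-Glo luminescence.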
hERG WT inh: blocks the wildtype human KCNH2 potassium channel; Q12809; U2OS, BacMam KCNH2, thallium flux FluxOr; stronger effect = lower value; activity change, % at 1.84 µM; hit rate 0.37% among 340,000;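 active = maximum activity change below -70%; inconclusive = maximum activity change between -70% and -50%; inactive = maximum activity change above -50%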; note: % is set by controls: 0 for no effect and ±100 for the full control effect
Target sequence (Q12809 whole entry, looked up): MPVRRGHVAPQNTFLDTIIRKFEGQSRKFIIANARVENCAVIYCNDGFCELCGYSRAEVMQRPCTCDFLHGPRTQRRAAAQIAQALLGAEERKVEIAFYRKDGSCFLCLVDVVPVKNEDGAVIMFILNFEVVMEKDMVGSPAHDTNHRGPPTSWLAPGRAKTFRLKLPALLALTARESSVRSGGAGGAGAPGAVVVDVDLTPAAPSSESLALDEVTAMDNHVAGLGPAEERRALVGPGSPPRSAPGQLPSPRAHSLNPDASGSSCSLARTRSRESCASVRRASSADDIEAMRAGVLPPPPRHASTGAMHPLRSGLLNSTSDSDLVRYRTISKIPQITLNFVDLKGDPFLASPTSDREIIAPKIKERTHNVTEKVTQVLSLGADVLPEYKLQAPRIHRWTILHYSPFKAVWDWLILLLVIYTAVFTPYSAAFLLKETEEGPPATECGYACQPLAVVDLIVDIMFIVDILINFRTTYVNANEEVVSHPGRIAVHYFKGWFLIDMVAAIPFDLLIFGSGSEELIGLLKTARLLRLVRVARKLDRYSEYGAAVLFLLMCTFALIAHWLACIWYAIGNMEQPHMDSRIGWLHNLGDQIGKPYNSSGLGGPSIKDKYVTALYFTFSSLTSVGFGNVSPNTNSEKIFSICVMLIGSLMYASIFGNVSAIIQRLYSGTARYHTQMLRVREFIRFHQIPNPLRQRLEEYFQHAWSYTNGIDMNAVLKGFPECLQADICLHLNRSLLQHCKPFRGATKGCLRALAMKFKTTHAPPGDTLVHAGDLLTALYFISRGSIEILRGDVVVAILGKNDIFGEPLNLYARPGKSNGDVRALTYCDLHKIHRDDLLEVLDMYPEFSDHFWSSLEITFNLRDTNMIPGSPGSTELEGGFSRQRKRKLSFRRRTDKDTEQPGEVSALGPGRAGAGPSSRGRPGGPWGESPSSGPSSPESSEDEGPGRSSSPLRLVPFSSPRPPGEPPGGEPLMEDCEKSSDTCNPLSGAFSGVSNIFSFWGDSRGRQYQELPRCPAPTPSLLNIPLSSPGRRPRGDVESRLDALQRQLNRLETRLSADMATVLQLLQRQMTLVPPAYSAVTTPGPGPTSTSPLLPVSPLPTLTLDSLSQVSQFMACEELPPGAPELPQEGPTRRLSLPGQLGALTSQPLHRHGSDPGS
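U2OS cells transduced with wild-type KCNH2 virus are loaded with FluxOr dye for 45 min, and thallium flux is measured in kinetic reads before and after stimulation buffer. Rate constants are normalized to DMSO controls.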
TSHR antagonist: antagonists of human thyroid stimulating hormone receptor. P16473. TSHR-expressing cells, TSH-stimulated cAMP HTRF, 2 h; stronger effect = lower value. activity change, negative = inhibition, % at 11.5 µM. hit rate 0.2% among 330,000;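 active = activity change below a set negative limit, meaning inhibition stronger than a set level, cut at about -70% in these data; inconclusive = activity change between two set negative limits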; note: % is set by controls: 0 for no effect and ±100 for the full control effect
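Competitive HTRF cAMP read-out (cryptate anti-cAMP antibody, cAMP-d2; 30 min, room temperature) in freshly harvested TSHR cells. Compounds added before TSH at EC80 (4nM final), followed by 2 hours' incubation at 37 deg C.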
Mito fusion act: mitochondrial division inhibition or fusion activation | S. cerevisiae fusion-defective mutant growth rescue, CellTiterGlo 48 h | hit rate 0.23% among 320,000 | Potency, µM (series often up to 46.1 µM), without a hit: at the top dose growth rescue (activation), usual class: activators;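 note: potency is the fitted concentration of half-maximal effect; % of control where 0% means no effect; nearly all actives have a fitted effect of over 45% in size; temperature-sensitive fusion mutants such as fzo1-1 at 37 °C on non-fermentable ethanol glycerol medium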
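S. cerevisiae fusion-defective temperature-sensitive mutants (e.g. fzo1-1, mgm1-5) grown 48 h at 37C in YPEG (ethanol/glycerol non-fermentable) medium with 23 nl compound per well; growth rescue read as CellTiterGlo luminescence.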
USP2a inh: inhibitors of human ubiquitin-specific protease USP2a; O75604; USP2 core, Ub-CHOP2 coupled fluorogenic reporter, 485/531; Potency, µM (doses to about 38.3 µM), for the others: top-dose activity change, negative = inhibition, usual class: inhibitors; hit rate 0.01% among 330,000;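 note: potency is the fitted concentration of half-maximal effect; plate controls were DMSO wells for no effect and full inhibition by NEM control for full effect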
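Cell-free coupled assay: 10nM USP2 core preincubated 30min RT with compound in Tris-HCl pH 8.0/CaCl2/CHAPS buffer, then 25nM Ub-CHOP2 and 25nM reporter substrate; fluorescence (Ex 485/Em 531) read after 60min RT, normalized to NEM inhibition, concentration-response curves fitted.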
Eya2 inh: Eya2 (human) phosphatase inhibition. Potency, µM (titrated, usually from 76.9 µM), for the others: at the top dose activity, negative = inhibition, most hits filed as inhibitors. AID 488837. hit rate 0.006% among 330,000. recombinant Eya2, OMFP fluorescence dephosphorylation (OMFP is methylfluorescein phosphate); note: potency is the fitted concentration of half-maximal effect; % is set by controls: 0 for no effect and ±100 for the full control effect
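Eya2 protein (added as 0.2 uM solution) was preincubated with compound for 10 min at ambient temperature in 50 mM HEPES pH 7.5, 50 mM NaCl, 5 uM MgCl2, 0.05% BSA, 1 mM DTT. OMFP (added at 50 uM) then reacted 10 min; fluorescence read at 485/525 nm.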
S-ASM inh: inhibitors of human secretory acid sphingomyelinase; P17405; placental ASM, HMU-PC fluorogenic substrate, 60 min; Potency, µM (series often up to 57.5 µM), for inactives: top-dose activity change, negative = inhibition, most hits filed as inhibitors; hit rate 0.006% among 340,000; AID 504937; note: potency is the fitted concentration of half-maximal effect
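Human placenta-derived ASM preincubated with compound 10 min at room temperature, then reacted with 9 uM (final) fluorogenic HMU-PC substrate for 60 min at 37 C. Stop solution raises pH to 10; fluorescence read at Ex 386/Em 447 nm.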
* marks the source's active call; other numbers are inactive results; ? = inconclusive; . = no result given; [ ] = remark or other dose. Unless noted, calls come from the whole dose curve; as a rule, active = well fitted curve in the direction sought with a large enough effect; inconclusive = small, poorly fitted or top-dose-only effect, or another doubt; inactive = no such curve, though single readings can be large; an effect the other way counts as inactive or inconclusive. This is a subset; the hit share may differ from the screen's.

SMILES	GALK inh	Menin MLL FP TR	MBNL1-CUG inh	Chronic BCR inh	PKM2 act	hERG WT inh	TSHR antagonist	Mito fusion act	USP2a inh	Eya2 inh	S-ASM inh
O=C(NCCCN1CCCCC1)C1CCC(=O)N1CCc1ccccc1 (stereo not drawn)	1.5%	1.7%	3.2%	-0.7%	-0.6%	-4.2	1.0	-1.4%	1.7%	3.8%	-1.0%
CC(C)OC(=O)/C(=C\c1cccnc1)NC(=O)c1ccccc1	-0.1%	-6.6%	9.1%	-28.6%	-0.8%	-2.5	0.2	1.7%	-2.1%	8.4%	6.3%
Cc1cc(/C=C\c2ccccc2)nc2ccccc12	1.6%	19.7%	-1.1%	?	-4.1%	-28.0	2.5	24.8%	-1.7%	-11.0%	-0.4%
O=C(CSc1nnc(-c2ccc(F)cc2)o1)N1CCCCC1	0.3%	0.1%	-6.4%	0.5%	2.4%	7.0	0.7	4.8%	4.7%	-8.9%	0.8%
CC1/C(=N/O)C(CN(C)C)C2CC1C2(C)C (stereo not drawn)	0.4%	-9.2%	-3.2%	6.3%	0.2%	-291.4*	13.9	-2.9%	1.3%	6.1%	3.2%
CC(O)[C@@]1(O)CC[C@H]2[C@@H]3CC[C@H]4C[C@@H](O)CC[C@]4(C)C3=CC[C@@]21C (stereo partly drawn)	.	.	.	-16.3%	.	7.1	12.2	-7.2%	1.0%	-3.6%	-6.7%
CC(C)(C)OC(=O)NC(Cc1ccccc1)C(=O)N1CCC(C(=O)NCC(=O)Nc2ccc(F)cc2)CC1 (stereo not drawn)	-1.7%	.	4.5%	?	.	6.3	-3.7	2.7%	8.1%	-1.5%	-0.9%
CC(N=Cc1nc(-c2ccccc2)oc1O)c1ccccc1 (stereo not drawn)	0.7%	5.2%	?	?	5.1%	4.3	-12.9	23.9%	4.3%	-3.0%	-9.6%
CC(=O)c1cccc(NC(=O)CSc2nc(=O)n(CCN3CCOCC3)c3c2CCC3)c1	.	.	.	8.6%	.	5.8	0.6	-4.3%	2.6%	12.2%	2.7%
COCC1CCCN(C(=O)c2ccc3oc(Cc4ccc(Cl)cc4)nc3c2)C1 (stereo not drawn)	3.1%	.	1.7%	8.7%	.	-4.4	-4.1	4.5%	3.7%	8.9%	-0.1%
COC(=O)C1=NN(C(=O)c2ccccc2)C(C)(O)C1 (stereo not drawn)	0.0%	-1.3%	-2.0%	1.0%	4.3%	-15.6	-14.8	-2.2%	5.8%	-6.4%	2.6%
O=C(CCc1nnc(Cc2ccc(-c3ccccc3)cc2)o1)NCCc1cccnc1	9.0%	?	9.2%	0.8%	13.6%	0.8	1.6	4.2%	3.1%	-5.0%	1.4%
C=CCc1ccccc1OCCn1ccnc1	-0.8%	0.0%	-4.1%	-4.4%	3.2%	6.6	4.5	-1.4%	-1.9%	5.3%	1.9%
COC(=O)c1ccccc1NC(=O)C1CC(=O)N(c2ccccc2)C1 (stereo not drawn)	-4.5%	5.7%	-0.7%	?	0.3%	0.7	6.0	5.9%	-2.3%	-7.7%	1.9%
CC(C)CCN1CCN(Cc2ccc(C#CCCO)cc2)CC1CCO (stereo not drawn)	3.5%	2.2%	3.5%	1.0%	-3.3%	1.5	9.0	-1.7%	0.3%	-1.8%	7.0%
O=C1c2ccccc2-c2nc3ccccc3cc21	.	17.5%	?	?	.	11.2	7.3	-11.5%	-0.6%	2.0%	-5.2%
CC1=C(C#N)C2(O)C(=O)c3ccccc3C2(O)N1 (stereo not drawn)	-1.1%	-15.3%	13.5%	-0.9%	-2.9%	-15.4	-3.6	-2.5%	5.8%	-2.8%	0.2%
CCCNC(=O)C1(CC2CC(c3ccccc3)=NO2)CCN(C(=O)c2ccccc2)CC1 (stereo not drawn)	.	.	.	?	.	29.4	-3.0	-6.6%	-6.0%	-12.7%	-0.8%
Cn1c(=O)c2c(nc(NCc3ccc4c(c3)OCO4)n2C)n(C)c1=O	-0.9%	13.2%	3.4%	?	20.8%	21.8	-5.8	-2.8%	0.7%	-9.9%	-0.9%
CCOC(=O)c1c(C)[nH]c(C)c1C(=O)CSc1nc2ccccc2n1CCOC	-2.0%	-0.1%	8.2%	-8.3%	24.0%	-1.1	1.3	-4.4%	5.5%	-0.2%	0.2%
N=c1n(CCN2CCOCC2)c2ccccc2n1CC(=O)c1cccc([N+](=O)[O-])c1	3.5%	-11.3%	22.0%	0.2%	9.1%	4.8	-7.6	-0.3%	0.2%	7.9%	-2.3%
Cc1cc(=O)oc2c(C)c(OC(C)C(=O)NCCCN3CCOCC3)ccc12 (stereo not drawn)	-0.5%	.	1.5%	3.2%	.	8.6	-3.5	-21.0%	0.5%	5.9%	0.2%
CC(Oc1ccccc1Cl)C(=O)/C=C/N(C)C (stereo not drawn)	-0.2%	40.4%[activator]	12.0%	11.6%	2.1%	5.2	-4.7	9.6%	-0.6%	-13.9%	3.6%
Cc1cc(NC(=O)CC#N)n(-c2ccccc2)n1	2.8%	-11.9%	-4.4%	-0.7%	0.0%	-7.6	3.9	0.3%	1.3%	6.6%	6.1%
CCCCNC(=O)c1nc2ncc(Br)cn2n1	0.3%	-1.4%	-8.4%	-0.6%	-2.3%	12.7	11.1	0.2%	0.2%	2.7%	0.4%
CCOC(=O)Cc1cnc(NC(=O)CSc2nc(C)cc(C)n2)s1	-0.6%	2.6%	1.7%	-0.6%	-1.4%	1.8	11.6	-8.4%	1.7%	4.9%	3.3%
O=C(CN1CCCc2ccccc21)N1CCc2ccccc21	-0.2%	.	5.8%	-10.5%	8.7%	7.2	-6.0	-0.1%	-2.9%	-9.9%	-0.8%
Cc1nc(CCNC(=O)CC2C(=O)NCCN2Cc2ccccc2F)sc1C (stereo not drawn)	-0.3%	.	-7.3%	0.8%	-2.9%	-2.9	-2.6	?	5.4%	9.4%	7.9%
Cc1ccc(NC(=O)C(=O)NCc2ccc(/C=C(/C#N)C(=O)NCc3cccnc3)o2)cc1	-2.1%	?	?	4.8%	0.0%	31.3	19.6	-4.3%	-0.9%	-11.4%	8.6%
Cc1cn(CCC(=O)Nc2ccccc2N2CCOCC2)c2ccccc12	-0.7%	.	.	12.5%	2.3%	-1.7	6.1	6.8%	7.4%	?	-1.3%
CCOC(=O)C1=C(CC)Nc2ccccc2N=C1NC(=O)c1cc(S(=O)(=O)N(C)C)ccc1Cl	-1.0%	-8.3%	-4.6%	2.0%	-2.2%	2.6	0.9	4.8%	3.4%	-13.8%	-0.7%
NC(N)=N/N=C/c1ccc(Cl)c(Cl)c1	-0.7%	.	3.8%	-1.6%	-7.2%	0.6	-3.4	4.1%	-0.7%	-6.9%	-4.6%
CC(Sc1ccc(Cl)cc1)C(=O)NCC1CCCO1 (stereo not drawn)	0.3%	-5.0%	-8.3%	8.0%	-0.3%	0.4	-1.7	0.2%	5.7%	-8.8%	-1.8%
CCOC(=O)C1CCN(C(=O)CCc2nnc3ccc(NCc4ccco4)nn23)CC1	2.7%	.	-2.9%	-5.0%	.	0.5	12.7	-0.3%	-1.5%	5.9%	2.8%
CCN1CCCc2cc(CN(CCN3CCOCC3)C(=S)Nc3ccccc3C)ccc21	1.7%	-2.5%	?	12.5%	-0.4%	-16.5	20.7	16.0%	5.3%	1.7%	-2.3%
Cc1cc(NC(=O)CSc2nnnn2-c2ccccc2F)no1	-2.4%	5.1%	-3.1%	1.8%	.	15.0	6.8	6.4%	0.8%	11.8%	-3.6%
CC(C)[C@H](NC(=O)Cc1ccccc1)C(=O)OCc1cc(=O)n2c(n1)sc1ccccc12	2.0%	41.6%[activator]	41.8%[activator]	-15.9%	9.7%	-0.7	-7.1	-0.7%	-1.2%	-2.3%	-14.3%

From PubChem BioAssay
